Screens deposited in PubChem BioAssay by several laboratories.
MC4R antagonist – MC4R antagonists of cAMP signaling, primary screen, cell-based, TR-FRET, antagonist arm of biased-ligand search; AID 540295, 2011; Melanocortin receptor 4 (Homo sapiens), P32245; 360,000 tested, 0.48% active; MC4R-expressing cells, MTII-stimulated cAMP, LANCE TR-FRET; inhibition, % at 6.5 µM;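 active = inhibition above its plate's cutoff, the mean of tested wells on that plate plus 3 SD, cut at about 29% in these data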;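 also: 0% = Melanotan II alone and 100% = Melanotan II plus saturating MCL0020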
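Material: human MC4R-expressing U2OS cells. Probe or stimulus: Melanotan II challenge. Dosing: 6.5 µM single dose. Times: 30-min compound, 1-h challenge, 1-h detection, room temperature. Technique: TR-FRET with Eu-cAMP and labeled anti-cAMP, 671 nm. Replication: singlicate.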
m5-HT2A agonist – mouse Htr2a agonists via beta-arrestin recruitment, primary screen, cell-based, luminescence. CHO-K1 mHTR2A beta-arrestin complementation; percent of 30 µM serotonin response. 360,000 tested, 0.66% active. 5-hydroxytryptamine receptor 2A (Mus musculus), P35363. activation, % at 7.6 µM;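 active = activation above a run cutoff, the mean activation of all tested compounds plus 3 SD, cut at about 14% in these data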;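 also: 0% = plate median of compound wells and 100% = 30 µM serotonin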
N-glyco inh – increase of ERlucT glycosylation luciferase signal, primary screen, N-linked glycosylation inhibitor project, D54 ERlucT cells, luminescence, set 2 | D54 ERlucT glycosylation luciferase reporter, 24 h; percent of 100 nM tunicamycin response | reporter increase, % at 12.5 µM | 360,000 tested, 0.23% active;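 active = mean luciferase reporter signal, scaled so untreated is 0 and the glycosylation-blocking control 100, at or above a set limit in every replicate; inconclusive = mean reaches the limit but not every replicate does; inactive = mean below the limit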;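 also: luciferase carries N-glycosylation sites so blocking glycosylation raises the light; 0% = median of neutral control wells and 100% = median of 100 nM tunicamycin wells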
PDI inh – inhibitors of human PDI, primary screen, biochemical, turbidity, single point, plate reader. inhibition, % at 10 µM. PDI insulin aggregation turbidity, A650, 90 min. Protein disulfide-isomerase (Homo sapiens), P07237. AID 588391, 2011. 350,000 tested, 0.052% active;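 active = mean inhibition across replicates of 30% or more, whatever share of single replicates reach that level; inconclusive = mean inhibition below 30% while every single replicate reaches 30%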;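 also: absorbance from insulin aggregation driven by PDI reduction with DTT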
MC4R barr agon – MC4R agonists recruiting beta-arrestin, primary screen, cell-based, luminescence, agonist arm of biased-ligand search; Melanocortin receptor 4 (Homo sapiens), P32245; 360,000 tested, 0.98% active; activation, % at 8.9 µM; AID 540308, 2011; U2OS MC4R beta-arrestin complementation; percent of melanotan II response, DMSO zero;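 active = activation above a per-plate cutoff, the mean activation of sample wells on that plate plus 3 SD, cut at about 8% in these data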
CaV13 FRET inh – Disruptors of the CACNA1D IQ motif to Ca2+-dependent inactivation inhibitor domain association, primary screening, Förster resonance energy transfer in intact living …; HEK cells, CFP/YFP FRET ICDI-IQ, plate reader, 10 min; percent FRET-ratio fall versus neutral wells; inhibition, % at 12.3 µM; 340,000 tested, 0.098% active; AID 743397;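 active = mean replicate inhibition of at least 30% and at least 1% of replicates passing that level; inconclusive = only one of the two criteria is met; inactive = neither criterion is met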;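 also: 0% = median of the neutral control wells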
Vif inh – HIV Vif self-association inhibitors, primary screen, imaging, HEK293T, single point. HEK293T cells, Vif self-association by quenched fluorescence, 24 h. inhibition, % at 7.49 µM. 340,000 tested, 0.35% active; in the data active = inhibition above about 50%, passing the limit was not always enough; inconclusive = no clear call, values can overlap the other calls; inactive = below about 31%; also: some results filed as inactive read as strong as hits
H9c2 protect – cardioprotection against H2O2-induced cell death, primary screen, uHTS, H9c2 cells, ATPLite luminescence; H9c2 cardiomyocytes, H2O2 injury protection, 2 h; protection from H2O2 cell death, % at 20 µM; 360,000 tested, 0.63% active;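 active = compounds giving at least 50% protection of heart cells from peroxide-induced death in the single-dose screen, raw or plate-pattern-corrected value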;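 also: 0% = DMSO wells with peroxide and 100% = DMSO wells without peroxide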
aDG glyco act – activators of alpha-DG glycosylation, primary screen, uHTS, Pro5-aDG cells, AlphaScreen; 360,000 tested, 0.22% active; activation, % at 10 µM; alpha-DG glycosylation AlphaScreen (IIH6); 0% Pro5, 100% B10-LARGE cell signal; AID 624168, 2012;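 active = activation of at least 8% versus controls, or a plate z-score of at least 8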;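 also: Pro5 are CHO cells carrying HIG-tagged alpha-DG that lacks glycosylation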
ABCB6 inh 2 – ABCB6 transporter inhibitors, primary screen, K562-ABCB6 cells, flow cytometry, MLPCN library | fluorescence ratio to DMSO, % at 10 µM | 360,000 tested, 0.19% active | K562-ABCB6 porphyrin accumulation, 1 h; stronger effect = lower value;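 active = fluorescence ratio to DMSO below 75%, the collection mean minus 3 SD; inconclusive = too few cells collected in the well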;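 also: signal is porphyrin accumulated inside mitochondria; 100% equals median channel fluorescence of DMSO control wells; lower ratio means ABCB6 inhibition with less porphyrin fluorescence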
Target sequence (Q9NP58 whole entry, looked up): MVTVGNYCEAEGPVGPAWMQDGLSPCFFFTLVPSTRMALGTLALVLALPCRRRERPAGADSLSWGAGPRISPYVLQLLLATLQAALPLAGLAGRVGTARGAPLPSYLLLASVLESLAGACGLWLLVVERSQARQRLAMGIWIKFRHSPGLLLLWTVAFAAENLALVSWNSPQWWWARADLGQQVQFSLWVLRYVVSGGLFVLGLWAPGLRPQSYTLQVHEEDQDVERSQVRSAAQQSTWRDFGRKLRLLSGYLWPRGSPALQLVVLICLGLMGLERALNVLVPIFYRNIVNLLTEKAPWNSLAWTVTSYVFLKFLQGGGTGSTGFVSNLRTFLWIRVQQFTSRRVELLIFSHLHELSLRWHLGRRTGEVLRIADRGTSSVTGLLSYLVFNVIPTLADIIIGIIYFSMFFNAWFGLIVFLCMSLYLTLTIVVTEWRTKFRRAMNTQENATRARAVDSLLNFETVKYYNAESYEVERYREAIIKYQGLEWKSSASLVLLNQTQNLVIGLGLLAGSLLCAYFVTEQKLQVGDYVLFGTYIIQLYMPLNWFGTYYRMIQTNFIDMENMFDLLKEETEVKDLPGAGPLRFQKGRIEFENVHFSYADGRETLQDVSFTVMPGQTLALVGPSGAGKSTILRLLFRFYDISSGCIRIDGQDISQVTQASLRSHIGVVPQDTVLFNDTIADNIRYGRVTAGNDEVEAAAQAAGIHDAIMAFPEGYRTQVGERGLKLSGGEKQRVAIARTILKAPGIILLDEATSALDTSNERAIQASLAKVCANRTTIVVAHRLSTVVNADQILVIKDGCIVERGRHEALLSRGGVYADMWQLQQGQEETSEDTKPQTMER
The depositor's hits bear a star; ? = inconclusive; . = no result given.

SMILES	MC4R antagonist	m5-HT2A agonist	N-glyco inh	PDI inh	MC4R barr agon	CaV13 FRET inh	Vif inh	H9c2 protect	aDG glyco act	ABCB6 inh 2
Cc1n[nH]c(C)c1NC(=O)c1cc([N+](=O)[O-])ccc1Cl	3	3	2	-2	-0.9	-17	17	7	0.0	98
O=C(CO/N=C/c1ccccc1OC(F)F)NC1CCCC1	-1	2	-2	-3	-1.0	6	-3	-6	0.6	96
Cc1cc(C)nc(/N=C(\NC(=O)C(C)(C)C)Nc2ccc(F)cc2)n1	6	0	-2	-5	-2.2	-4	-11	-3	-0.1	101
Cc1ccc(C)c(CN2CCSCC2)c1	5	1	4	3	0.4	-5	-7	-4	0.0	96
CCSc1ccccc1C(=O)Nc1ccc(S(=O)(=O)NC(C)=O)cc1	3	2	2	0	-2.7	2	23	12	-0.3	101
COc1ccc(NS(=O)(=O)c2c(C)[nH]c(=O)[nH]c2=O)c(OC)c1	4	-1	2	19	-2.9	-6	-15	2	-0.3	101
Cc1cc(C(=O)OCC(=O)Nc2cc(Cl)ccc2C)c(C)o1	11	-4	1	-8	-1.7	-2	8	-9	-0.1	94
CCCCC1=CC2=C(c3ccco3)C(=O)C(C)(OC(=O)c3ccc(OC)cc3)C(=O)C2=CN1CCc1ccccn1 (stereo not drawn)	9	-1	1	-5	-1.0	-6	3	2	0.2	100
COc1ccc(-c2noc(CCC(=O)N3CCN(c4ccccc4C(F)(F)F)CC3)n2)cc1	-3	-5	1	4	1.7	-5	2	-5	0.0	102
Cc1ccc(C(=O)CCC2CCCC2=O)cc1 (stereo not drawn)	3	1	1	-9	-0.7	.	-1	-3	-0.1	104

An excerpt of these results, as a markdown table.
| SMILES | MC4R antagonist | m5-HT2A agonist | N-glyco inh | PDI inh | MC4R barr agon | CaV13 FRET inh | Vif inh | H9c2 protect | aDG glyco act | ABCB6 inh 2 |
| --- | --- | --- | --- | --- | --- | --- | --- | --- | --- | --- |
| Cc1n[nH]c(C)c1NC(=O)c1cc([N+](=O)[O-])ccc1Cl | 3 | 3 | 2 | -2 | -0.9 | -17 | 17 | 7 | 0.0 | 98 |
| O=C(CO/N=C/c1ccccc1OC(F)F)NC1CCCC1 | -1 | 2 | -2 | -3 | -1.0 | 6 | -3 | -6 | 0.6 | 96 |
| Cc1cc(C)nc(/N=C(\NC(=O)C(C)(C)C)Nc2ccc(F)cc2)n1 | 6 | 0 | -2 | -5 | -2.2 | -4 | -11 | -3 | -0.1 | 101 |

Other entries follow:
SMILES	MC4R antagonist	m5-HT2A agonist	N-glyco inh	PDI inh	MC4R barr agon	CaV13 FRET inh	Vif inh	H9c2 protect	aDG glyco act	ABCB6 inh 2
CN=C1S/C(=C\c2ccc(OCC(=O)OC)c(OC)c2)C(=O)N1C	3	-3	1	2	-0.4	-1	?	14	0.0	98
Cc1ccc(N(CC(=O)N2CCN(c3ccc(F)cc3)CC2)S(=O)(=O)c2c(C)nn(C)c2C)cc1	14	-2	0	.	-0.4	-6	3	14	-0.3	95
O=C(/C=C/c1c(F)cccc1Cl)NCc1ccco1	2	-1	2	0	1.4	-4	-3	-2	0.3	102
O=C(OCCCN=C1NS(=O)(=O)c2ccccc21)c1ccccc1	14	-14	1	9	-2.2	-4	1	-3	0.0	100
COc1ccc(CC(NC(C)=O)C(=O)NC2CCN(C(=O)NCc3ccccc3)CC2)cc1 (stereo not drawn)	2	2	-2	1	0.4	-7	-2	0	-0.3	105
NC(=O)CC(NC(=O)Cc1cccc2ccccc12)c1ccc(NCCN2CCCC2)c([N+](=O)[O-])c1 (stereo not drawn)	2	-10	0	-3	-1.5	-5	1	-1	0.1	98
COc1ccc(COc2cc(-c3cccc(OC)c3)nc3ccc(NC(C)=O)cc23)cc1	13	-1	2	-5	1.0	-6	.	36	0.0	91
O=C1[C@H]2[C@@H](c3ccc(F)cc3)N3C(=O)N(c4cccc(Br)c4)C(=O)[C@@]3(Cc3ccccc3)[C@H]2C(=O)N1C1CCCCC1	3	3	67*	3	2.5	-3	-6	-9	1.2	94
O=C(c1cnn2c1NC(c1ccc(Br)cc1)CC2C(F)(F)F)N1CCN(C23CC4CC(CC(C4)C2)C3)CC1 (stereo not drawn)	9	3	-7	-1	0.2	.	5	-4	0.1	96
COc1ccc(CN2CCN(Cc3c[nH]c4ccccc34)CC2)cc1	17	-8	-2	0	1.1	-4	-6	-5	0.1	96
COc1ccc(S(=O)(=O)NCc2c(-c3ccccc3)noc2C)c(OC)c1	1	3	1	4	-2.4	-1	8	2	0.0	88
CCOC(=O)N/N=C(/C)c1cccc(-n2cnnn2)c1	3	1	-1	8	-1.4	-4	8	8	0.4	90
O=C1CCCc2c1cc(-c1ccccc1)n2-c1ccc(O)cc1	-2	-2	10	1	2.4	-15	-6	-5	-0.1	95
COc1cc([N+](=O)[O-])ccc1-c1ccc(/C=C2\C(=O)ON=C2c2ccccc2)o1	11	1	-15	15	3.5	-4	1	-29	0.0	125
Cc1ccc(OCCSc2nc3ccccc3n2CC(=O)O)cc1	-4	4	2	-4	-1.6	-2	7	-2	-0.1	97
CCOC(=O)C(C)Oc1cccc2c(=O)n(CC(=O)NCc3ccc4c(c3)OCO4)ccc12 (stereo not drawn)	-23	5	21	.	2.1	-5	5	-3	0.2	100
CCC(=O)N1CCc2cc(Br)cc(S(=O)(=O)NCCN3CCCCC3C)c21 (stereo not drawn)	8	1	2	-4	-1.4	-5	-4	7	-0.2	97
CC(=O)[C@@]1(O)CCC2C3CC[C@H]4C[C@@H](O)CC[C@]4(C)C3CC[C@@]21C (stereo partly drawn)	11	-1	-1	-1	-0.9	-6	0	-7	0.5	103
O=S(=O)(Nc1cccc(S(=O)(=O)N2CCCC2)c1)c1cccc(Br)c1	-6	6	0	0	-1.4	-6	12	-1	-0.2	96
CC(C)N1CCC(N2CCN(Cc3ccc(C#CC(C)(C)O)s3)CC2CCO)CC1 (stereo not drawn)	-1	0	-1	-3	2.2	14	6	7	-0.1	102
Cc1ccc(NC(=O)CCn2c(=O)[nH]c3ccsc3c2=O)cc1F	9	9	0	-3	0.9	-4	-7	2	-0.1	99
Cc1nn(CC(=O)NC(C)c2ccccc2)c(C)c1[N+](=O)[O-] (stereo not drawn)	-4	1	3	9	-2.0	-6	2	3	0.0	95
CCCC(=O)Nc1ccc(NC(=O)C2CC2)cn1	-3	-6	1	17	-0.2	.	-9	0	-0.3	91
COc1cccc(C(C(=O)NC(C)(C)C)N(C(=O)CCC(=O)Nc2cc(C)on2)C(C)C)c1OC (stereo not drawn)	-3	-1	0	10	-1.9	-6	3	-9	0.0	90
O=C1Nc2ccccc2N(O)N1c1cc(-c2ccccc2)[nH]n1	6	3	1	0	0.6	-3	-1	-4	-0.4	102
COc1cc(OC)c2c(-c3cccc(-c4ccc(C(C)=O)cc4)c3)cc(=O)oc2c1	-16	-7	1	3	0.1	.	.	0	0.4	103
CCCc1ccc(Oc2cc(N3CCOCC3)nc(-c3ccccc3)n2)cc1	12	1	-5	-4	1.4	-7	0	-8	0.2	96
COc1ccc2c(c1)C(C)=CC(C)(C)N2C(=O)CSc1nnc(-c2ccc(C)cc2)o1	-4	-3	-5	3	-1.8	-5	-4	-7	-0.5	95
O=C1c2ccccc2C(=O)N1CN(C(=O)c1ccccc1)c1ccc(O)cc1	0	-1	1	-8	1.0	7	-10	2	0.0	104
Cc1ccccc1NC(=O)Cn1cccc1	16	6	0	1	-1.3	-8	.	8	-0.2	103
Cc1ccccc1NC(=S)NNC(=O)c1ccoc1C	-1	-3	3	-7	0.7	-8	2	-6	0.1	102
CCN1C(=O)C(CC(=O)Nc2ccc(OC)cc2)N(CCc2ccccc2)C1=S (stereo not drawn)	10	3	0	3	2.5	-3	9	3	0.5	93
CN(C)CCCNS(=O)(=O)c1ccc(NC2CCCCCC2)c([N+](=O)[O-])c1	6	-6	-4	4	-1.2	-2	-12	6	3.3*	89
CCOC(=O)c1c(C)[nH]c(C(=O)C(C)Cl)c1C (stereo not drawn)	-4	0	-6	11	-1.3	-4	-2	3	0.7	97
CC(C)NC(=O)Nc1cccc2c1O[C@H](CN(C)S(=O)(=O)c1cccs1)[C@@H](C)CN([C@H](C)CO)C2=O	-1	2	1	-7	1.5	-6	-6	24	-0.2	101
O=C(Cc1nc(=O)c2ccccc2s1)Nc1ccccc1	9	3	-8	6	3.6	-5	-1	-16	0.6	94
COc1ccccc1NC(=O)/C(C#N)=C/c1cccn1C	5	7	1	11	0.2	-4	-15	2	-0.1	94
Cc1ccc(S(=O)(=O)c2nc(-c3ccccc3)oc2NCCN2CCOCC2)cc1	6	-2	-1	8	-0.9	-2	-1	28	-0.2	104
CCCCN1C(=N)N([C@@H](C)CN2CCC[C@H]2CN2C(N)=NC[C@@H]2Cc2ccccc2)C[C@H]1Cc1ccccc1	7	-13	2	-1	-0.8	-9	2	5	-0.3	97
NNC(=O)c1cccnc1Oc1ccccc1	-4	4	1	0	-0.9	-2	21	2	-0.1	97
Cc1ccc([N+](=O)[O-])cc1S(=O)(=O)Nc1ccc(C(=O)NCc2ccccn2)cc1	-7	2	0	5	-1.1	-7	-1	5	0.0	93
CC(=O)c1ccc(NC(=O)c2cnn3ccccc23)cc1	-1	-7	-16	.	1.5	-3	-15	2	-0.4	99
CC(C)c1cc(C(=O)NCc2cccnc2)no1	8	0	3	-3	-3.9	-2	-3	3	0.0	96
CCCCn1c(N)c(N(CCOC)C(=O)C2CCN(S(=O)(=O)c3ccc(C)cc3)CC2)c(=O)[nH]c1=O	-3	6	1	-12	0.7	-7	4	-3	-0.3	99
O=C(Oc1ccc(C(=S)N2CCOCC2)cc1)c1ccc([N+](=O)[O-])cc1[N+](=O)[O-]	0	3	3	-5	-3.0	-6	-4	-3	-0.1	102
CCCCn1c(N)c(N(CC)C(=O)/C=C/c2ccco2)c(=O)[nH]c1=O	-3	7	0	6	-0.6	.	5	6	-0.2	102
CCN(CC(=O)NCc1ccc(F)cc1)C(=O)c1ccc(C(=O)c2ccccc2)cc1	1	2	-1	-3	-1.3	-4	10	4	0.2	95
O=c1n(-c2ccccc2)c(=O)n2n1CCC2	1	-3	0	23	-1.1	-4	27	0	-0.2	91
O=C(Cc1cccs1)NNC(=O)c1ccc(F)cc1	3	-1	2	5	1.5	-5	6	1	0.1	102
